PRMT1 inh – PRMT1 methyltransferase inhibitors, primary screen, biochemical, fluorescence polarization; Protein arginine N-methyltransferase 1 (Homo sapiens), Q99873; recombinant PRMT1, activity-based probe fluorescence polarization; inhibition, % at 2.79 µM; actives 1.3% (n = 370,000); AID 652257, 2013;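 active = inhibition above about 21% made by adding two undisclosed values, limit read from the data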
LEDGF integ inh – blockers of LEDGF/p75-dependent integrase strand transfer – biochemical, TR-FRET, high throughput, primary screen; HIV-1 integrase (with human LEDGF/p75); TR-FRET IN-LEDGF/p75 DNA integration, Eu/Cy5; inhibition, % at 3.7 µM; actives 0.64% (n = 370,000);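 active = inhibition above the screen-wide mean plus 3 SD, cut at about 13% in these data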;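 note: signal is the Cy5 over europium emission ratio at 671 and 618 nm; 0% = plate median of compound wells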
SIAE inh – human SIAE inhibitors, primary screen, biochemical, fluorescence polarization, FP-Rh probe, 1536-well HTS. SIAE FP-Rh probe binding. inhibition, % at 9.66 µM. actives 0.69% (n = 370,000);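 active = inhibition above a cutoff: mean of compounds within the control limits plus 3 SD of those, cut at about 17% in these data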;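 note: 0% = plate median of compound wells and 100% = probe without SIAE protein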
PG9 binder – binders of HIV-1 gp120 antibody PG9, primary screen, biochemical, TR-FRET; HIV-1 gp120 / PG9 antibody interaction; TR-FRET gp120-PG9 antibody binding; inhibition, % at 6.7 µM; actives 0.43% (n = 360,000); AID 624416, 2012; in the data active = inhibition above about 8.5%
TCR CD3 inh – inhibitors of human TCR-CD3 interaction, primary screen, biochemical, fluorescence, TAMRA-labeled TCR probe. T-cell receptor (TCR). inhibition, % at 9.4 µM. actives 0.37% (n = 360,000). AID 651800, 2012; in the data active = inhibition above about 19%;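 note: recombinant mutant TCR 2C K166C tagged with TAMRA read by polarization; 0% = receptor in buffer alone and 100% = receptor with positive control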
UHRF1 binding – UHRF1 methylated DNA binding inhibitors, primary screen, counter-screen for MBD2 inhibitor project, biochemical, TR-FRET, human UHRF1, single concentration | actives 0.75% (n = 370,000) | inhibition, % at 4.4 µM | AID 687016, 2013 | UHRF1 binding to methylated oligo; in the data active = inhibition above about 21%;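 note: UHRF1 SRA domain binding a hemimethylated CpG hairpin DNA probe; 0% = median of test compound wells and 100% = reference inhibitor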
TDP2 absorb – human TDP2 enzyme inhibitors, primary screen, biochemical, epi absorbance, recombinant enzyme. Tyrosyl-DNA phosphodiesterase 2 (Homo sapiens), O95551. T5PNP hydrolysis, p-nitrophenol absorbance 415 nm. inhibition, % at 12.8 µM. actives 0.34% (n = 370,000). AID 720702, 2013;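 active = inhibition above the mean of all tested compounds plus 3 SD, set per campaign, cut at about 25% in these data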;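 note: 0% = DMSO with enzyme and 100% = buffer with substrate but no TDP2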
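Test system: human TDP2 enzyme; Input: 120 nM TDP2 per well; Buffer or medium: Mg2+-containing Tris-HCl buffer, pH 7.5; Reagent: 5 mM T5PNP; Dosing: 12.8 µM single point, 1% DMSO; Incubation: reaction 2 h, 37 °C; Detection: p-Nitrophenol epi absorbance; Read-out: % inhibition relative to enzyme-containing and enzyme-free wells; Replicates: single well per compound.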
HTRA1 inhibitor – HTRA1 serine protease inhibitors, primary screen, biochemical, fluorescence polarization, HTS. recombinant HTRA1, FP-rhodamine activity-based probe. inhibition, % at 5.96 µM. actives 0.5% (n = 340,000). AID 504803, 2011; in the data active = inhibition above about 36%;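 note: 0% = enzyme with DMSO and 100% = wells lacking enzyme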
Target sequence (Q92743 whole entry, looked up): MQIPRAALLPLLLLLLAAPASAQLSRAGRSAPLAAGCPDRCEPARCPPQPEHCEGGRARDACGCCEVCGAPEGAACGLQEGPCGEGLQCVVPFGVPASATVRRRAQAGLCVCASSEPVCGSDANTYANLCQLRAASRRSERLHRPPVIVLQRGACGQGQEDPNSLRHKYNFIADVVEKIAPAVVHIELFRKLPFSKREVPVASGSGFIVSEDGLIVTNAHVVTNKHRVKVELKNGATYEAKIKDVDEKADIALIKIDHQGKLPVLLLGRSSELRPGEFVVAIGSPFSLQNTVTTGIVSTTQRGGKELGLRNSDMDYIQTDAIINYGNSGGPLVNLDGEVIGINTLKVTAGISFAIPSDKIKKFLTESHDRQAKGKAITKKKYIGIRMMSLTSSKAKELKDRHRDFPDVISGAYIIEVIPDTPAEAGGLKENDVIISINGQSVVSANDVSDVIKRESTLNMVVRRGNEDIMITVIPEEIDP
ABHD4 inh – ABHD4 inhibitors, primary screen, biochemical, fluorescence polarization, mouse | (Lyso)-N-acylphosphatidylethanolamine lipase (Mus musculus), Q8VD66 | purified mABHD4, FP-Rh probe fluorescence polarization | inhibition, % at 8.92 µM | actives 0.54% (n = 370,000) | AID 720543, 2013;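 active = inhibition exceeding the mean over every tested compound plus 3 SD, cut at about 30% in these data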;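 note: 0% = plate median of compound wells and 100% = S159A mutant with DMSO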
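Assay system: wild-type mouse ABHD4 protein; compound: single nominal dose of 8.92 µM, 0.89% DMSO final; schedule: 45 min + 60 min at 25 °C; measured by: FP readout, ex 525 nm / em 598 nm; evaluation: % inhibition of FP-Rh probe binding versus controls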
DDE Tn7 FP inh – inhibitors of Tn7 peptide binding to fibrin DD(E), primary screen, biochemical, fluorescence polarization, human fibrin, Tn7 probe. AID 720508, 2013. inhibition, % at 8.3 µM. actives 0.13% (n = 370,000). Fibrinogen beta chain (Homo sapiens), P02675. FP displacement of FITC-Tn7 peptide from fibrin DD(E); 0% = median of compound wells per plate;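 active = inhibition above the mean of compounds falling within the control limits plus 3 SD of them, cut at about 14% in these data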;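 note: 0% = plate median of compound wells and 100% = 10 µM Aha-Tn7 peptide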
Target sequence (P02675 whole entry, looked up): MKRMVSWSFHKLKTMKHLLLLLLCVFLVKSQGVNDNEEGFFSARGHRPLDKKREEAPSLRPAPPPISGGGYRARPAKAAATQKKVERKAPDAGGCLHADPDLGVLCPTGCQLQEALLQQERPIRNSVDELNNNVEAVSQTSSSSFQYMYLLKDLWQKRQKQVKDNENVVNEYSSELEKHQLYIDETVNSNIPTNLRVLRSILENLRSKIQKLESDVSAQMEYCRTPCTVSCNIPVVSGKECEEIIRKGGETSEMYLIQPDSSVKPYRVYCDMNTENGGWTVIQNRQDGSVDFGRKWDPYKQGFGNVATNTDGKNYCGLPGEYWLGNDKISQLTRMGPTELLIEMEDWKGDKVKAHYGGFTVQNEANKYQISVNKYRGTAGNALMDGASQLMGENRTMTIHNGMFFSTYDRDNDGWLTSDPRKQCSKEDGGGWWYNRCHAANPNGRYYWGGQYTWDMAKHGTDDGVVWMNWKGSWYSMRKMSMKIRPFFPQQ
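Also added: labelled Tn7 tracer, 0.1 µM; Assay system: human fibrin DD(E) protein; Amount: 2 µM fibrin DD(E); Schedule: 10 min compound pre-incubation, 3 h probe incubation at room temperature; Repeats: one replicate per compound; Read-out basis: percent inhibition; Measured by: fluorescence polarization of the labelled Tn7 tracer.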
The depositor's hits bear a star; . = not tested or not shown.

SMILES	PRMT1 inh	LEDGF integ inh	SIAE inh	PG9 binder	TCR CD3 inh	UHRF1 binding	TDP2 absorb	HTRA1 inhibitor	ABHD4 inh	DDE Tn7 FP inh
COc1ccc(CCNC(=O)Cn2cnc3sc(C)c(-c4ccc(F)cc4)c3c2=O)cc1OC	-3	3	2	-0.7	-4	-1	-4	-2	1	7
CC(C)(C)c1nnc(N/N=C/c2ccc(Br)cc2)n(N)c1=O	3	-2	1	-0.6	-7	-1	-5	-3	0	3
COc1ccc(F)cc1-c1cc(NC=O)c2ncc(-c3cc(OC)c(OC)c(OC)c3)n2c1	-1	-4	4	-1.6	-2	-2	0	.	6	0
CSc1cccc(NS(=O)(=O)c2ccc(C(C)=O)cc2)c1	0	1	-3	0.0	2	3	1	-8	-2	-7
O=C1CCc2cc(S(=O)(=O)N3CCC(C(=O)Nc4nccs4)CC3)ccc2N1	5	-3	-1	-2.2	-1	2	1	-4	0	-1
Cc1ccc(S(=O)(=O)NCc2ccccc2NS(=O)(=O)c2ccc(C)cc2)cc1	-1	1	-5	1.2	5	7	-1	.	-4	3
Cn1c(=O)oc2cc(S(=O)(=O)N3CCOCC3)ccc21	0	-5	3	0.3	0	2	6	1	0	-3
COC(=O)[C@H](CCSC)NS(=O)(=O)c1ccccc1Br	0	4	5	-1.7	6	0	4	2	5	0
CCn1c(SCc2ccccc2)nc2cc(OC)c(OC)cc2c1=O	-2	0	-9	-0.4	-3	19	8	-30	2	0
N#C/C(=C\c1ccc(Cl)cc1)c1n[nH]c(Cn2cncn2)n1	2	1	0	-0.3	-1	2	-5	0	-15	0
c1ccc(-c2nc(NCc3cccs3)c3ccccc3n2)cc1	-4	-1	-40	-1.1	3	0	9	-73	-49	0
CCOC(=O)c1ccc(CC2S/C(=C(\C#N)C(C)=O)NC2=O)cc1 (stereo not given)	-2	1	-5	-0.2	2	-2	-11	5	5	-4
Cc1[nH]c(C)c(S(=O)(=O)N2CCC(C)CC2)c1C(=O)N1CCCC1	4	-3	2	1.6	-4	0	2	3	2	4
CC([NH2+][O-])C(C)(C)NO (stereo not given)	3	7	5	-1.9	-5	2	-10	0	-14	8
O=S(=O)(Nc1ccc(N=Nc2ccccc2)cc1)c1ccccc1	-2	1	8	0.3	-1	-3	7	-6	-33	-5
Cc1ccc(CN(C)c2ccc(S(=O)(=O)N3CCCC3)cn2)cc1	-3	0	-1	-2.2	0	-1	-2	-5	-7	5
CC(C)n1c(SC2CCOC2=O)nc2ccccc21 (stereo not given)	-2	1	6	-1.8	7	1	3	-1	-1	6
O=C(NCC(=O)N(CC1CCCO1)C(C(=O)NC1CCCCC1)c1ccccc1)c1cccs1 (stereo not given)	4	0	6	-2.8	29*	-2	5	-6	-4	8
CN(C)C(=O)c1ccc(NC(=O)COC(=O)CC23CC4CC(CC(Br)(C4)C2)C3)cc1	2	-1	11	0.2	0	2	-1	-6	8	5
CCCC(=O)NC1CCCc2c1cnn2-c1ccc(C)c(C)c1 (stereo not given)	0	0	0	-1.1	10	1	4	-4	-4	0
Cc1ccc(S(=O)(=O)N2CCCOC2CNC(=O)C(=O)NCCCn2ccnc2)cc1 (stereo not given)	-6	-3	5	2.3	-2	-2	10	1	9	-2
Cc1ccc(NC(=S)N(CCN2CCOCC2)Cc2cc3cc4c(cc3[nH]c2=O)OCO4)cc1	5	2	-7	1.6	-5	4	-3	1	-11	1
Cc1ccc(C)c(S(=O)(=O)N2C(=S)NC(=O)C2CC(C)C)c1 (stereo not given)	0	13	15	-1.7	-3	0	-10	-5	-6	2
CC(=NCc1ccccc1)c1ccc(O)cc1O	6	-1	9	0.3	-7	0	4	0	5	-3
N#Cc1ccsc1NC(=O)COC(=O)CCCSc1nc2ccccc2s1	5	1	-9	1.0	-6	75*	5	-16	8	-3
COC(=O)CC1C(=O)NCCN1C(=S)Nc1cc(C)cc(C)c1 (stereo not given)	-1	-1	6	1.1	-1	1	2	-1	9	11
COCCNC(=O)C1(C)CCN(C(=O)C2(c3ccc(Cl)cc3)CCCC2)C1 (stereo not given)	-1	2	-1	0.0	2	6	7	.	-5	6
C=CCn1c(SCC(C)=O)nc2sc3c(c2c1=O)CCC3	-2	2	3	-1.1	2	-2	6	2	-9	3
O=C(CCN1C(=O)c2ccccc2C1=O)N1CCN(Cc2ccc(Cl)cc2Cl)CC1	-2	-3	5	-1.8	8	-1	10	0	-4	-5
Cc1cc(C)c2[nH]c(=S)cc(C)c2c1	0	3	-8	-1.2	3	0	2	1	-4	1
O=S(=O)(c1ccccc1)N1CCN(C(=S)Nc2ccc(F)cc2)CC1	-4	-1	-3	-2.8	1	-3	5	-4	-2	6
CCOC(=O)C1(Cc2ccc(OC)cc2)CCN(C(=O)Cn2cnnn2)CC1	1	4	0	-0.3	7	15	9	2	3	2
COc1cc(NC(=O)c2cccc(NC3=NC4CS(=O)(=O)CC4S3)c2)cc(OC)c1OC (stereo not given)	-4	-2	10	-0.7	6	0	4	1	2	7
CC1CCCN(C(=O)CN(C)S(=O)(=O)c2ccc3c(c2)c(=O)n(C)c(=O)n3C)C1 (stereo not given)	-1	0	-1	0.8	7	-1	-10	3	-1	2
O=C(N/N=C/c1cc(Br)cs1)c1c[nH]c2ccccc12	4	-5	-24	-0.6	-9	-1	-8	-41	-22	7
OC(c1ccccc1)(c1ccccc1)C1CCN(CCCOc2ccc3c(c2)CCCC3)CC1	4	-4	-4	0.6	-5	-2	-5	.	29	2
CC(C)(C)n1nnnc1C(c1cc2ccccc2o1)N1CCCC1 (stereo not given)	-2	7	-6	1.2	-3	2	-6	.	-10	-1
CC(C)C(=O)N1CCN(c2ccc(NC(=O)c3cccs3)cc2Cl)CC1	-12	5	0	-1.3	0	2	-16	6	-12	-1
Cc1ccn2cc(-c3cccc(S(=O)(=O)N4CCCCC4)c3)nc2c1	3	-4	6	1.0	2	1	-6	-14	6	-3
CC(=O)Nc1ccc(NC(=O)C(C)OC(=O)[C@@H]2CCCN2C(=O)c2cccs2)cc1 (stereo not given in full)	-2	3	-4	-1.9	-1	-1	7	-8	-2	1
O=[N+]([O-])c1ccc(-c2csc(COc3ccccc3)n2)cc1	2	2	-2	3.2	-3	-1	4	-3	-3	5
Cc1ccc(NCCC(=O)c2cccs2)cc1Cl	2	0	-1	-1.2	2	-1	3	0	-3	7
CCOC(=O)C1CCN(S(=O)(=O)c2cc(Br)cc3c2N(C(=O)C2CC2)CC3)CC1	-1	-1	-1	-2.2	6	-3	4	-2	0	-14
COC(=O)c1ccc(N2C(=O)CC(SCC(=O)Nc3ccc(OC)cc3)C2=O)cc1 (stereo not given)	53*	-1	2	-0.2	3	3	-8	-5	5	-8
COc1ccc(S(=O)(=O)N2CCOCC2)cc1NC(=O)CSc1n[nH]c(C(C)C)n1	8	0	-6	-2.7	3	0	-1	5	3	2
Cc1ccc(O)c(NC(=O)c2cc([N+](=O)[O-])ccc2Cl)c1	9	3	-7	-1.1	-6	5	-9	-6	-8	7
CCOC(=O)c1sc(=NC(=O)c2cccs2)n(C)c1C	-3	1	5	-0.3	11	-1	-4	-3	-1	-2
CC1CCCCC1NC(=O)COC(=O)c1ccccc1NC(=O)c1ccco1 (stereo not given)	-1	-4	-8	0.7	4	0	-10	2	-7	3

Of the compounds above, eleven have two or more sulfur atoms:
SMILES	PRMT1 inh	LEDGF integ inh	SIAE inh	PG9 binder	TCR CD3 inh	UHRF1 binding	TDP2 absorb	HTRA1 inhibitor	ABHD4 inh	DDE Tn7 FP inh
CSc1cccc(NS(=O)(=O)c2ccc(C(C)=O)cc2)c1	0	1	-3	0.0	2	3	1	-8	-2	-7
O=C1CCc2cc(S(=O)(=O)N3CCC(C(=O)Nc4nccs4)CC3)ccc2N1	5	-3	-1	-2.2	-1	2	1	-4	0	-1
Cc1ccc(S(=O)(=O)NCc2ccccc2NS(=O)(=O)c2ccc(C)cc2)cc1	-1	1	-5	1.2	5	7	-1	.	-4	3
COC(=O)[C@H](CCSC)NS(=O)(=O)c1ccccc1Br	0	4	5	-1.7	6	0	4	2	5	0
Cc1ccc(C)c(S(=O)(=O)N2C(=S)NC(=O)C2CC(C)C)c1 (stereo not given)	0	13	15	-1.7	-3	0	-10	-5	-6	2
N#Cc1ccsc1NC(=O)COC(=O)CCCSc1nc2ccccc2s1	5	1	-9	1.0	-6	75*	5	-16	8	-3
C=CCn1c(SCC(C)=O)nc2sc3c(c2c1=O)CCC3	-2	2	3	-1.1	2	-2	6	2	-9	3
O=S(=O)(c1ccccc1)N1CCN(C(=S)Nc2ccc(F)cc2)CC1	-4	-1	-3	-2.8	1	-3	5	-4	-2	6
COc1cc(NC(=O)c2cccc(NC3=NC4CS(=O)(=O)CC4S3)c2)cc(OC)c1OC (stereo not given)	-4	-2	10	-0.7	6	0	4	1	2	7
COc1ccc(S(=O)(=O)N2CCOCC2)cc1NC(=O)CSc1n[nH]c(C(C)C)n1	8	0	-6	-2.7	3	0	-1	5	3	2
CCOC(=O)c1sc(=NC(=O)c2cccs2)n(C)c1C	-3	1	5	-0.3	11	-1	-4	-3	-1	-2

Screening results: PubChem, The Scripps Research Institute Molecular Screening Center
